Compound activity from PubChem.
OX1R antag-1 = antagonists of human orexin 1 receptor (OX1R); 330,000 compounds, 1.8% hits; OX1R-expressing cells, FRET antagonist read-out; AID 485270; inhibition, % at 6.6 µM; in the data active = inhibition mostly above about 38%, no sharp cut-off; inactive = mostly below about 40%;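 note: 0% = agonist challenge alone and 100% = reference antagonist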
Target sequence (O43613 whole entry, looked up): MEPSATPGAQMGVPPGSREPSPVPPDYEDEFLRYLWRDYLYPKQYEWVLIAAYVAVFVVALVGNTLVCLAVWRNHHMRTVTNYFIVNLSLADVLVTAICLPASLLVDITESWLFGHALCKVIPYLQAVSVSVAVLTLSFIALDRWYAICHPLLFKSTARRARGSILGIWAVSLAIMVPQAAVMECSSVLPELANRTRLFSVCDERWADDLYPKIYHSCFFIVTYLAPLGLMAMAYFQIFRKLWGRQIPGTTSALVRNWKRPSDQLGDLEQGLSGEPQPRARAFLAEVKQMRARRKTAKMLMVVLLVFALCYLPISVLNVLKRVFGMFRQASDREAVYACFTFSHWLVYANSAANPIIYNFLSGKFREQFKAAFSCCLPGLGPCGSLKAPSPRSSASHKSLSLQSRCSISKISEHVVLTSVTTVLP
OX1R antag-2 = human HCRTR1 antagonism. AID 434989. inhibition, % at 5 µM. CHO/OX1R cells, Fluo-8 calcium fluorescence, orexin A. 330,000 compounds, 0.43% hits. O43613;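 active = inhibition above its plate's threshold, mean inhibition of all tested compounds on the plate plus 3 SD, cut at about 37% in these data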;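 note: 0% = orexin A challenge wells and 100% = SB-334867-A antagonist wells; not every result past the cut was called active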
* = called active by the depositor. Rows are unselected; 2.1% or so of the library scored in one or more.

item | compound | OX1R antag-1 | OX1R antag-2
1 | CCC(=O)NC(c1ccc(N(C)C)cc1)c1c(O)ccc2ccccc12 (centres undefined) | 3 | -15
2 | Cc1nc(N2CCC(C)CC2)c2c(C)c(C(=O)Nc3ccccc3C(F)(F)F)sc2n1 | 10 | -33
3 | CN(Cc1ccccc1)C(=O)CN1C(=O)c2ccccc2S1(=O)=O | 11 | 6
4 | CC(=O)NS(=O)(=O)c1ccc(NC(=O)CC23CC4CC(CC(Br)(C4)C2)C3)cc1 | 14 | -13
5 | Nc1[nH]n(-c2ccccc2)c(=O)c1N=Nc1ccc2c(c1)OCO2 | 64 | -9
6 | COCc1c(C(=O)NCc2ccccc2CN2CCCC2)oc2ccccc12 | 2 | -8
7 | CCC(=O)Nc1ccc(C(=O)NNC(=O)c2ccc(C)cc2)cc1 | 1 | 5
8 | O=C(COn1nnc2ccccc21)NCC1CCCCC1 | 30 | -20
9 | Cc1c(Cl)cccc1Nc1nc(N)nc(CSC(=S)N2CCOCC2)n1 | 17 | -18
10 | Cc1cc(NC(=O)CN2CCN(C)CC2)no1 | 16 | -2
11 | C/C(=N\NC(=O)c1ccccc1)c1cc2cc([N+](=O)[O-])ccc2oc1=O | 36 | -40
12 | O=C(Nc1cc(Cl)ccc1Cl)c1noc2c1CCCC2 | 23 | -25
13 | Cc1ccc(S(=O)(=O)N2CCOCC2)cc1C(=O)OCC(=O)N1CCCC1=O | 6 | -8
14 | O=C(Nc1ccc(S(=O)(=O)Nc2nccs2)cc1)c1cc(-c2ccncc2)nc2ccccc12 | 20 | -8
15 | Cc1cc(C)nc(SCc2ccc(C(=O)N/N=C/c3cccnc3)cc2)n1 | 16 | -15
16 | CC(C)(C)C(=O)NC(n1cnc2c(N3CCOCC3)ncnc21)C(Cl)(Cl)Cl (centres undefined) | 35 | -16
17 | Cc1ccc(S(=O)(=O)N2CCN(c3ncnc4ccccc34)CC2)cc1 | 26 | 39
18 | COc1ccc(CCNS(=O)(=O)c2ccc(-n3cnnn3)cc2)cc1OC | 11 | -2
19 | NS(=O)(=O)c1ccc2c(c1)C1C=CCC1C(C1CC=CCC1)N2 (centres undefined) | 15 | -19
20 | NC(=O)Nc1ccc(C(=O)OCC(=O)c2c[nH]c3ccccc23)cc1 | 6 | 18
21 | Nc1cc(=O)n(Cc2ccccc2)c(=O)n1-c1ccc(Cl)cc1 | 7 | -9
22 | Cc1ccc2c(c1)N(CC(=O)N1CCCCC1c1cccnc1)C(=O)CO2 (centres undefined) | 22 | -13
23 | Cc1c(C(=O)N2CCc3ccccc32)oc2ccccc12 | 28 | -24
24 | Cc1nnc(N2CCC(C(=O)N3CCCCC3)CC2)c2nn(-c3ccc(Cl)cc3)c(C)c12 | 9 | -27
25 | CCCn1c(SCC(=O)c2cc(C)n(-c3ccc4c(c3)OCO4)c2C)n[nH]c1=O | 10 | -7
26 | Cc1cc2oc(C(=O)NCc3ccccc3)cc(=O)c2cc1C | 0 | -18
27 | Cn1c(N/N=C/c2cccs2)nc2c1c(=O)n(Cc1ccccc1)c(=O)n2C | 6 | -8
28 | NC(=O)COC(=O)c1ccc2c(c1)S(=O)(=O)N=C1CCCCCN12 | 12 | -1
29 | COC(=O)c1ccc(NC(=O)CC(=O)Nc2ccc(C(=O)OC)cc2)cc1 | -2 | -13
30 | CC(=O)Nc1cccc(C(=O)Nc2ccccc2N2CCOCC2)c1 | 11 | -13
31 | O=C(O)CN1C(=O)c2ccc(Oc3ccc([N+](=O)[O-])cc3)cc2C1=O | 53* | 11
32 | O=C(Cn1c(=O)oc2cc(S(=O)(=O)N3CCc4ccccc43)ccc21)NC1CCCC1 | 8 | -12
33 | Cc1ccc(C)c(OCC(=O)Nc2c(C)n(C)n(-c3ccccc3)c2=O)c1 | 6 | -7
34 | COc1ccc(NC(=S)N2CCc3cc(OC)c(OC)cc3C2)cc1 | 20 | -10
35 | COc1ccc(NC(=O)c2cc(-c3ccccn3)nc3ccccc23)cc1S(=O)(=O)N(C)C | 17 | -6
36 | Cc1cccnc1NC(=S)Nc1ccc(Cl)c(Cl)c1 | 7 | 0
37 | CCOc1cc(C2C(C#N)=C(N)Oc3n[nH]c(-c4ccccc4)c32)ccc1O (centres undefined) | 8 | -5
38 | O=C(O)c1cccnc1SCc1cn2cc(Br)ccc2n1 | 25 | -4
39 | C[N+]1(CCCCCCC(=O)/C=N/O)CCCCCC1 | 4 | -4
40 | CC(=O)C1=C(O)C(=O)N(Cc2ccccc2)C1c1ccc(F)cc1 (centres undefined) | 9 | 3

24 structures already listed, arranged by SMILES length, ascending:
item | compound | OX1R antag-1 | OX1R antag-2
10 | Cc1cc(NC(=O)CN2CCN(C)CC2)no1 | 16 | -2
8 | O=C(COn1nnc2ccccc21)NCC1CCCCC1 | 30 | -20
39 | C[N+]1(CCCCCCC(=O)/C=N/O)CCCCCC1 | 4 | -4
38 | O=C(O)c1cccnc1SCc1cn2cc(Br)ccc2n1 | 25 | -4
23 | Cc1c(C(=O)N2CCc3ccccc32)oc2ccccc12 | 28 | -24
26 | Cc1cc2oc(C(=O)NCc3ccccc3)cc(=O)c2cc1C | 0 | -18
30 | CC(=O)Nc1cccc(C(=O)Nc2ccccc2N2CCOCC2)c1 | 11 | -13
34 | COc1ccc(NC(=S)N2CCc3cc(OC)c(OC)cc3C2)cc1 | 20 | -10
6 | COCc1c(C(=O)NCc2ccccc2CN2CCCC2)oc2ccccc12 | 2 | -8
3 | CN(Cc1ccccc1)C(=O)CN1C(=O)c2ccccc2S1(=O)=O | 11 | 6
40 | CC(=O)C1=C(O)C(=O)N(Cc2ccccc2)C1c1ccc(F)cc1 (centres undefined) | 9 | 3
5 | Nc1[nH]n(-c2ccccc2)c(=O)c1N=Nc1ccc2c(c1)OCO2 | 64 | -9
20 | NC(=O)Nc1ccc(C(=O)OCC(=O)c2c[nH]c3ccccc23)cc1 | 6 | 18
29 | COC(=O)c1ccc(NC(=O)CC(=O)Nc2ccc(C(=O)OC)cc2)cc1 | -2 | -13
33 | Cc1ccc(C)c(OCC(=O)Nc2c(C)n(C)n(-c3ccccc3)c2=O)c1 | 6 | -7
13 | Cc1ccc(S(=O)(=O)N2CCOCC2)cc1C(=O)OCC(=O)N1CCCC1=O | 6 | -8
37 | CCOc1cc(C2C(C#N)=C(N)Oc3n[nH]c(-c4ccccc4)c32)ccc1O (centres undefined) | 8 | -5
16 | CC(C)(C)C(=O)NC(n1cnc2c(N3CCOCC3)ncnc21)C(Cl)(Cl)Cl (centres undefined) | 35 | -16
11 | C/C(=N\NC(=O)c1ccccc1)c1cc2cc([N+](=O)[O-])ccc2oc1=O | 36 | -40
25 | CCCn1c(SCC(=O)c2cc(C)n(-c3ccc4c(c3)OCO4)c2C)n[nH]c1=O | 10 | -7
2 | Cc1nc(N2CCC(C)CC2)c2c(C)c(C(=O)Nc3ccccc3C(F)(F)F)sc2n1 | 10 | -33
32 | O=C(Cn1c(=O)oc2cc(S(=O)(=O)N3CCc4ccccc43)ccc21)NC1CCCC1 | 8 | -12
35 | COc1ccc(NC(=O)c2cc(-c3ccccn3)nc3ccccc23)cc1S(=O)(=O)N(C)C | 17 | -6
14 | O=C(Nc1ccc(S(=O)(=O)Nc2nccs2)cc1)c1cc(-c2ccncc2)nc2ccccc12 | 20 | -8

Continuation.
item | compound | OX1R antag-1 | OX1R antag-2
41 | Cc1cccc(C)c1NC(=O)CN(C)C(=O)CSC(=S)N1CCCC1 | 11 | -12
42 | N#C/C(C(=O)N1CCCC1)=C1/N=C(N)c2ccccc21 | 47 | 1
43 | Cc1ccc(N(CC(=O)NC2CCCCC2)C(=O)Cn2nnc(-c3ccc(C)o3)n2)cc1 | 6 | -26
44 | COc1cccc(N2C(=O)CC(NNC(=O)c3cccs3)C2=O)c1 (centres undefined) | 9 | 4
45 | C=CCN=C1N[C@@H](c2cccc(C(F)(F)F)c2)C(C(=O)OC)=C(C)N1CC | 11 | -14
46 | NC1=NC(=O)/C(=C\c2cc([N+](=O)[O-])ccc2Cl)S1 | 49* | -14
47 | Cc1csc(NC(=O)c2ccncc2)n1 | 4 | -19
48 | COCCCN(C(=O)Cc1csc(-c2cccc(Cl)c2)n1)c1c(N)n(Cc2ccccc2)c(=O)[nH]c1=O | 25 | -38
49 | Cc1cccc(OCC(=O)Nc2nnc(S(=O)(=O)N3CCC(C)CC3)s2)c1 | 18 | -16
50 | Cc1nnc(-c2cccc(C(F)(F)F)c2)nc1N1CCOCC1 | 3 | -4
51 | CCOC(=O)c1c(NC(=O)C2(C)Cc3ccccc3C(=O)O2)sc2c1CCCC2 (centres undefined) | -1 | -52
52 | COc1ccc(OCCN2C(=O)NC3(CCc4ccccc4C3)C2=O)cc1 (centres undefined) | 13 | -21
53 | c1ccc2c(c1)CC1(CCCCC1)n1nnnc1-2 | 26 | -13
54 | Cc1ccc(/C=C(/NC(=O)c2ccccc2)C(=O)NC(Cc2c[nH]c3ccccc23)C(=O)O)cc1 (centres undefined) | 19 | -3
55 | CCOCCn1cnc2sc(C(=O)NCC(=O)OCC)c(C)c2c1=O | 9 | -3
56 | Cc1ccc(S(=O)(=O)NC(CC(=O)N2CCOCC2)c2ccco2)cc1 (centres undefined) | 16 | -20
57 | Cc1ccc(-c2nc(SC(C)C(=O)c3c(N)n(C)c(=O)n(C)c3=O)n[nH]2)cc1 (centres undefined) | 30 | 4
58 | O=C(Nc1cccnc1)c1cccc(S(=O)(=O)N2CCCC2)c1 | -2 | -15
59 | NC(=O)C1CCN(C(=O)CCc2nc3ccccc3c(=O)[nH]2)CC1 | 4 | -9
60 | Cc1ccc(NC(=O)CCN2CCC(C)CC2)cc1 | 2 | -16

Carrying on.
Below each SMILES: OX1R antag-1 | OX1R antag-2
[61] CC(C)(C)c1n[nH]c2c1CCCC2
    10 | -7
[62] COc1ccc(-c2nc(CCNC(=O)c3ccc(Br)o3)cs2)cc1
    3 | -25
[63] COC(=O)c1ccc(NC(=S)NN2CCOCC2)cc1
    27 | -15
[64] Cc1ccc(NC(=S)N(CCN(C)C)C(C)c2cccnc2)cc1 (centres undefined)
    1 | -2
[65] CCN(CC)S(=O)(=O)c1ccc(/C=C/C(=O)OCC(=O)c2c(N)n(C)c(=O)n(C)c2=O)cc1
    21 | 6
[66] Cc1ccc([N+](=O)[O-])c(NC(=O)COC(=O)C2CC3CCCC(C2)C3=O)c1C (centres undefined)
    18 | -3
[67] Cc1cccc2cc(CN(C(=O)c3cccs3)c3ccccc3)c(=O)[nH]c12
    -2 | -10
[68] CCN1CCN(C(=O)Cn2ncc3c([nH]c4ccc(C)cc43)c2=O)CC1
    1 | -26
[69] COc1cccc(NC(=O)c2oc3ccc(S(=O)(=O)N4CCOCC4)cc3c2C)c1
    21 | -10
[70] NCCCC[C@H]1CNC(=O)C(=O)N1CCc1cccc2ccccc12
    19 | -6
[71] Cc1onc(-c2ccccc2)c1C(=O)NC(=S)Nc1sc2c(c1C#N)CCCC2
    13 | -25
[72] CC(C)(Oc1ccc(Cl)cc1)C(=O)NCc1ccncc1
    6 | -4
[73] CCCCNC(=O)N(O)C1N(/N=C/c2cccnc2)C(=S)SC1(C)C (centres undefined)
    1 | -21
[74] CC(=O)Nc1ccc(NC(=O)Nc2ccc(C)c(C)c2)cc1
    11 | -5
[75] Clc1ccc(CN2CCCCCC2)cc1Cl
    10 | -14
[76] O=C(Nc1cccc(NC(=O)c2cc([N+](=O)[O-])ccc2Cl)n1)c1cc([N+](=O)[O-])ccc1Cl
    9 | 6
[77] CCC(C)(C)NC(=O)C(C(C)C)N(CC1CCCO1)C(=O)CNS(=O)(=O)c1ccc(F)cc1 (centres undefined)
    53 | -35
[78] Cc1cccc(-c2ocnc2C(=O)N2CCN(C(=O)c3cccs3)CC2)c1
    12 | -18
[79] COc1ccc(OCCSc2nnc(-c3ccccc3)n2N)cc1
    29 | -11
[80] c1ccc(N2CCN(Cc3ccsc3)CC2)nc1
    15 | -21
[81] CCOC(=O)C1CCN(C(=O)Cc2cccc3ccccc23)CC1
    23 | -28
[82] CCCCOC(=O)NC1(C)CCS(=O)(=O)C1 (centres undefined)
    9 | -2
[83] Cc1cn(Cc2ccccc2Cn2cc(C)c(=O)[nH]c2=O)c(=O)[nH]c1=O
    7 | -14
[84] O=C1NCCN(Cc2ccc(Cl)c(F)c2)C1CC(=O)N1CCc2ccccc2C1 (centres undefined)
    0 | -16
[85] C=CCn1c(SCC(=O)NC2CCCC2)nnc1-c1ccncc1
    31 | -12
[86] COc1ccc(C(=O)OCC(=O)NC2CC2)cc1S(=O)(=O)N(C)Cc1ccccc1
    16 | -16
[87] O=C(Cn1ccc2ccccc2c1=O)NCCC(=O)NC1CCN(Cc2ccccc2)CC1
    8 | -17
[88] CCCN(CC(=O)Nc1ccccc1OC)C(=O)c1ccc2c(c1)NC(=O)C(C)S2 (centres undefined)
    8 | -36
[89] CN(CC(=O)NCC1CCCO1)S(=O)(=O)c1cc(Cl)ccc1Cl (centres undefined)
    1 | -20
[90] CCCn1nc(NS(=O)(=O)c2cccc3nonc23)c2cc3ccccc3nc21
    24 | -11
[91] COCC(=O)Nc1cc(Cl)ccc1C(F)(F)F
    -7 | -12
[92] Cc1ccc(S(=O)(=O)CC(=O)N2CCN(c3ccc(F)cc3)CC2)cc1
    -1 | -18
[93] COc1ccccc1N1CCN(CCCCN2C(=O)c3ccccc3C2=O)CC1
    12 | -29
[94] Cc1nc2cc(C)c(C)cc2s1
    12 | -20
[95] O=C(O)CN=C1CC(c2ccccc2)CC(=O)/C1=C(/O)CCCN1C(=O)c2ccccc2C1=O (centres undefined)
    18 | 8
[96] O=S(=O)(c1ccc2oc3ccccc3c2c1)N1CCCC1
    8 | -26
[97] CN(CC(=O)Nc1cccc(F)c1)C(=O)c1cc(-c2ccccc2)nc2ccccc12
    15 | -8
